Tat export inh – blocks Tat-dependent protein export in E. coli | E. coli MC4100 TorA-mCherry Tat export, fluorescence | inhibition, % at 10 µM | 340,000 compounds, 0.036% hits;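 active = mean replicate inhibition at least 50% and at least half of replicates individually reaching 50%; inconclusive = only one of the two criteria met; inactive = neither criterion met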;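 note: exported cargo escapes ClpAP degradation while cytoplasmic cargo is degraded and loses fluorescence; 0% = median of neutral control wells and 100% = median of NaSCN control wells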
CAL PDZ FP-1 – CAL PDZ (human) peptide binding inhibition | purified CAL PDZ, TMR-peptide fluorescence polarization, 1 h | AID 602252 | Q9HD26 | 300,000 compounds, 0.92% hits | inhibition, % at 24.9 µM;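 active = mean inhibition of at least 30% with at least half of replicates also reaching 30%; inconclusive = no clear call, values can overlap the other calls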;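 note: 0% = DMSO neutral control and 100% = excess unlabeled competitor peptide PRC23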
MITF TRPM1 HTS – MITF TRPM1 promoter activation in melanoma cells; 300,000 compounds, 0.75% hits; SK-MEL-5 TRPM1-promoter luciferase, 24 h; % of positive control, neutral wells = 0; activation, % at 12.5 µM;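 active = mean activation of at least 80% with every replicate also reaching 80%; inconclusive = mean reaches 80% but some replicate falls short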;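 note: 0% = neutral control wells and 100% = parthenolide positive control wells; values of inactives mirror those of a sister screen read the other way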
SR-BI HDL uptake – inhibitors of mouse SR-BI mediated HDL lipid uptake | Q61009 | AID 488896 | 320,000 compounds, 0.96% hits | ldlA[mSR-BI] CHO cells, DiI-HDL uptake fluorescence, 3 h | inhibition, % at 12.5 µM;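 active = mean replicate inhibition of at least 70% and a set share of replicates each scoring 70 or more; inconclusive = meets just one of the two criteria; inactive = fails both criteria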;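 note: 0% = median of neutral control wells and 100% = median of positive control wells; values of inactives mirror those of a sister screen read the other way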
Target sequence (Q61009 whole entry, looked up): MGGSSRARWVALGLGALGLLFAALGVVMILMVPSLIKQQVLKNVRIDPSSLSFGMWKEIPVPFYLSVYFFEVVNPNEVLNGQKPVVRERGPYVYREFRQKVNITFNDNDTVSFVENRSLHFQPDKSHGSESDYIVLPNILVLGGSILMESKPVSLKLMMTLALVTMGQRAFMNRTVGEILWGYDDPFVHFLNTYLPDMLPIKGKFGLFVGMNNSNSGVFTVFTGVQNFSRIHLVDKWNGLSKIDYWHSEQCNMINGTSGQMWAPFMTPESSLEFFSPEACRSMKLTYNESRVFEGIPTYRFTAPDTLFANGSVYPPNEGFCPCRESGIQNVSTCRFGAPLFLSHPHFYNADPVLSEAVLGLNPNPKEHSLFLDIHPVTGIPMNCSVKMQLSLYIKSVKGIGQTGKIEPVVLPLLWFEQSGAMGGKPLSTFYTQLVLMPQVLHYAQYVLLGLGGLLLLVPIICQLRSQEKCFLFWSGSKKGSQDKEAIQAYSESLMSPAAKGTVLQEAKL
AddAB inh – less growth of phage-infected E. coli with AddAB | inhibition, % at 11.9 µM | E. coli expressing H. pylori AddAB, absorbance growth | 330,000 compounds, 0.29% hits; in the data active = inhibition above about 12%;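 note: 0% = vehicle wells of infected cells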
SR-BI uptake up – activators of SR-BI mediated HDL lipid uptake | CHO ldlA[mSR-BI] cells, DiI-HDL uptake fluorescence, 3 h; 100 = double the neutral-control signal | activation, % at 12.5 µM | 320,000 compounds, 0.096% hits | AID 504775;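 active = mean replicate activation of at least 60% and every replicate at or above 60%; inconclusive = mean or all-replicate condition met, but not both; inactive = mean below 60% and not all replicates reaching 60%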;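 note: 0% = median plate neutral-control signal and 100% = twice that signal; values of inactives mirror those of a sister screen read the other way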
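System: CHO ldlA[mSR-BI] cells / Medium: HEPES-buffered (25 mM, pH 7.4) F12 plus 0.5% BSA / Probe or stimulus: labelled HDL, 10 µg/mL / Doses: single compound concentration, delivered by pin transfer / Schedule: 3 h, 37 °C / Measured by: DiI fluorescence, bottom read / Measure: cell-associated DiI fluorescence as measure of HDL uptake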
Ecoli viability – reduces bacterial viability in AddAB counter-screen; E. coli V3065 growth, OD600 absorbance, 18 h; inhibition, % at 11.9 µM; 330,000 compounds, 0.27% hits;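 active = inhibition above the campaign's mean inhibition across all tested compounds plus 3 SD, cut at about 9.9% in these data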;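 note: uninfected addAB+ strain grown without phage in ampicillin broth; 0% = DMSO wells and 100% = ciprofloxacin 0.95 µg/ml wells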
CAL PDZ FP-2 – blocks peptide binding to human CAL PDZ domain; Q9HD26; purified CAL PDZ, TMR-peptide fluorescence polarization, 1 h; inhibition, % at 20 µM; 330,000 compounds, 0.02% hits; AID 504414;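 active = highest replicate inhibition of at least 40%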;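 note: plate controls were DMSO neutral control wells for no effect and unlabeled competitor peptide control wells for full effect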
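Control set: unlabelled peptide and DMSO controls / Material: purified CerCALP PDZ construct / Timing: 1 h incubation at room temperature before polarization reading / Doses: 20 µM, one dose / Detection: fluorescence polarization (mP)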
phage Ecoli inh – E. coli growth loss with phage present; growth absorbance; inhibition, % at 11.9 µM; 360,000 compounds, 0.26% hits; AID 651602; in the data active = inhibition above about 11%
Wnt act – Wnt/beta-catenin pathway activation; Wnt/beta-catenin reporter cell assay, activator, plate reader; activation, % at 9.35 µM; 300,000 compounds, 1.2% hits; AID 743398; in the data active = activation above about 30%, passing the limit was not always enough; inconclusive = no clear call, values can overlap the other calls;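 note: 0% = neutral control wells and 100% = positive control wells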
* hit, by the source's call; ? = inconclusive; · = not tested or not shown. The order is random. About 3.6% of those tested had a hit in this group.

item	SMILES	Tat export inh	CAL PDZ FP-1	MITF TRPM1 HTS	SR-BI HDL uptake	AddAB inh	SR-BI uptake up	Ecoli viability	CAL PDZ FP-2	phage Ecoli inh	Wnt act
1	CC(=O)c1ccc(NC(=O)CNCc2cccs2)cc1	5	-1	67	0	0.6	0	-0.5	-0.3	2.9	14
2	COc1ccc(C(=O)C2CCCN(Cc3c(O)cccc3OC)C2)cc1OC (centres undefined)	10	2	-3	9	2.2	-9	-0.5	·	2.1	-1
3	COc1ccc([N+](=O)[O-])cc1NC(=O)CCC(=O)c1cccs1	-4	6	-10	54	7.4	-54	1.8	0.0	2.0	-1
4	CSCCC(NC(=O)c1ccccc1)C(=O)OCC(=O)c1ccc[nH]1 (centres undefined)	-8	0	-4	38	1.0	-38	-0.6	0.5	3.5	-2
5	CC(OC(=O)CC1CC2CCC1C2)C(=O)Nc1ccc(C(N)=O)cc1 (centres undefined)	-1	·	-5	-11	1.8	11	-0.9	-0.2	2.7	-1
6	CC(OC(=O)c1cccc(NS(C)(=O)=O)c1)C(=O)Nc1ccc2c(c1)OCO2 (centres undefined)	13	-5	·	63	-0.7	-63	-0.7	0.4	3.8	0
7	CC(OC(=O)c1n[nH]c2ccccc12)C(=O)Nc1ccccc1[N+](=O)[O-] (centres undefined)	-2	-1	-14	5	1.8	-5	-1.5	-0.2	8.2	16
8	Cc1cccc(N(C(=O)c2snc(C(N)=O)c2N)C(C(=O)NC2CCCC2)c2ccncc2)c1 (centres undefined)	2	-1	·	·	2.7	·	1.1	-2.7	-1.1	-1
9	CCc1ccc(N2CN=c3s/c(=C\c4ccccc4)c(=O)n3C2)cc1	11	·	·	-10	3.6	10	0.8	0.5	5.5	6
10	COc1ccc(NC(=O)c2cc3c(CO)cnc(C)c3oc2=Nc2cc(OC)cc(OC)c2)cc1	-2	-6	10	·	0.2	·	-2.3	-0.7	-2.3	-3
11	CCOC(=O)c1nnsc1-c1ccc(-c2snnc2C(=O)OCC)cc1	-8	5	7	23	-2.1	-23	0.0	0.7	3.2	1
12	COc1cc(OC)c(N(C)C(=O)c2cn(C)c(=O)c3cc(OC)c(OC)cc23)cc1Cl	-7	-2	-6	4	1.1	-4	1.1	·	1.4	0
13	O=C(c1cccs1)N(c1ccc(Br)cc1)C1C=CS(=O)(=O)C1 (centres undefined)	-8	0	-5	-4	-0.1	4	1.9	-3.7	3.9	·
14	CC(C)n1cc(/C=C2/SC(=O)N(CC(=O)N3CCCC3)C2=O)c2ccccc21	2	-2	-7	52	-2.9	-52	-3.6	-0.1	1.1	-7
15	COc1ccc(NC(=O)C2CCCCN2S(=O)(=O)c2ccc(F)cc2)cc1 (centres undefined)	1	·	-8	5	6.2	-5	-0.7	-1.2	1.4	-4
16	O=C(NCCn1ccc2ccccc21)C1CCCCC1	-6	-2	·	-7	1.7	7	-0.8	-1.6	0.1	4
17	N#CC1(NC(=O)CSc2nnc(C3CC3)n2C2CC2)CCCCC1	0	-1	6	-47	1.6	47	-0.3	-2.7	0.0	-3
18	CN(C)/C=C(\C=N\OCc1ccc(Cl)cc1Cl)C(=O)Nc1ccc(Cl)c(Cl)c1	3	0	-12	4	9.9	-4	4.0	-0.1	8.1	·
19	CCOc1cc(/C=N/NC(=O)C(=O)NCc2cccnc2)ccc1O	?	0	-1	-19	2.8	19	-0.8	-1.0	6.4	-1
20	CCOc1ccc(CCNC(=O)CSc2cc(=O)n(CC)c3ccccc23)cc1OCC	3	-4	-4	52	-0.6	-52	-0.6	-2.3	2.6	·
21	CCCCN1CC[C@@H]2C=CC[C@H](C(=O)OC)[C@@H]2C1=O	1	-4	0	-8	0.1	8	3.2	-0.6	-1.6	-1
22	COc1ccc(S(=O)(=O)Nc2cc3c4c(c2)CC(=O)N4CCC3)cc1C	-4	2	-6	14	0.2	-14	0.3	-1.9	-1.5	-1
23	O=C(Nc1ccccc1C(=O)N1CCOCC1)c1cccc(S(=O)(=O)N2CCCC2)c1	0	-3	15	3	·	-3	·	0.3	2.9	·
24	CCOC(=O)c1c(NC(=O)C2c3ccccc3Oc3ccccc32)sc(C(=O)N(CC)CC)c1C	-2	-6	0	14	0.6	-14	1.6	-0.2	·	-5
25	COc1ccc(NC(=S)N(Cc2cccnc2)Cc2cc3cc(OC)c(OC)cc3[nH]c2=O)cc1	-6	-4	0	-6	2.2	6	0.6	0.4	3.1	-1
26	O=C(Nc1cccc(S(=O)(=O)NCc2ccco2)c1)c1cc(-c2ccc(F)cc2)nc2ccccc12	-6	1	-3	74*	-0.6	-74	1.1	-0.2	4.7	-2
27	C[C@H](NC(=O)[C@@H]1Cc2ccccc2CN1)C(=O)NC1CCCCC1	13	-3	-5	-6	0.1	6	-1.8	-2.1	-1.3	2
28	CC(=O)c1sc(NC(=O)c2cc3c(C)nn(-c4ccccc4)c3s2)nc1C	4	0	-15	38	2.8	-38	-1.2	-0.8	3.4	-8
29	O=C(Cc1ccccc1)NCC(=O)OCc1ccccc1F	0	-2	-8	-38	-1.4	38	-0.5	-3.6	1.4	-2
30	COc1ccccc1N(C)C(=O)c1cc(S(=O)(=O)N2CCCC2)cn1C	2	·	-5	-19	0.7	19	0.1	-0.6	2.4	1
31	CCOc1ccc(NC(=O)c2ccc(N3CC4CC(C3)c3cccc(=O)n3C4)c(N)c2)cc1 (centres undefined)	3	0	-6	4	1.2	-4	-0.4	-1.9	1.8	1
32	COc1c(Cl)cc(Cl)cc1CNc1ccc(S(N)(=O)=O)cc1	4	-4	-13	20	3.9	-20	0.7	-0.8	4.8	0
33	Cc1ccc(NC(=O)c2sccc2C)nc1	-4	-1	23	-3	2.0	3	-0.6	-2.3	2.0	52*
34	CCCCc1c(O)nc(SCC(=O)NC(C)(C)C)n(-c2ccccc2C)c1=O	-7	4	-1	-8	-1.1	8	0.6	-1.1	2.7	·
35	CCOC(=O)c1ccc2ncc(C(=O)OCC)c(NCCN3CCOCC3)c2c1	0	4	·	51	0.7	-51	0.4	-1.9	-0.9	0
36	CSc1sc(-c2n[nH]c(=S)n2C)c2c1C=CCC2	-2	·	-8	67	0.2	-67	0.2	-1.3	1.8	-4
37	CC(=O)Nc1ccc(CN2CCC(CO)(CCOc3ccccc3)CC2)cc1	-8	-3	0	-42	4.8	42	0.7	-0.6	2.9	1
38	CC(NC(=O)C12CC3CC(CC(O)(C3)C1)C2)c1ccccc1 (centres undefined)	10	-8	-2	0	3.4	0	2.2	-3.3	0.6	-2
39	O=C(CSc1nc(-c2ccco2)cc(C(F)(F)F)n1)NCCCN1CCOCC1	-11	15	1	-15	2.8	15	0.5	-0.5	1.8	0
40	O=C(NCc1nc2ccccc2[nH]1)C1=C[C@@H](c2csc3ccccc23)C[C@@H](OCCCCO)O1	0	-5	-17	13	-0.2	-13	-1.6	-1.1	-1.0	-7
41	CC1=C(C(=O)NCc2ccccc2)C(c2ccccc2OCC(N)=O)NC(=O)N1 (centres undefined)	-1	0	-5	0	3.0	0	0.9	-2.5	-1.8	·
42	O=C(Nc1ccc(F)cc1)OCCOc1ccc(Br)cc1	-7	-3	1	-13	-0.7	13	1.1	-1.1	4.2	0
43	Clc1nc(Nc2ccc(N3CCOCC3)cc2)c2ccccc2n1	19	-3	-8	-9	1.1	9	-0.7	-1.7	2.4	-1
44	COCC(=O)OCC(=O)c1cc(C)n(-c2ccc(Br)cc2)c1C	-2	0	1	-19	4.1	19	0.2	-0.8	3.2	1
45	Cc1ccc(NC(=O)CN2CCN(c3ccccn3)CC2)cc1S(=O)(=O)N(C)C	-5	-4	-9	32	0.5	-32	-1.4	-0.8	3.2	0
46	Cn1ccnc1SCC(=O)c1ccc([N+](=O)[O-])cc1	-6	-2	2	-13	0.2	13	-3.1	-1.9	1.9	0
47	CCOC(=O)c1cc(NCc2cccs2)ccc1N1CCOCC1	-1	3	-4	·	-2.5	·	-0.2	-0.9	-0.8	-3
48	N#Cc1cccc(NC(=O)CCn2ccnc2)c1	-9	-4	-7	-19	4.7	19	2.2	0.0	2.8	·
49	CCOC(=O)c1oc2cc(O)ccc2c(=O)c1-c1csc(C)n1	7	0	5	10	-2.4	-10	-2.1	0.1	3.8	-3
50	CC(CNC(=O)C(C)C)NC(=O)C(C)C (centres undefined)	-1	·	·	-6	1.5	6	1.3	0.4	-0.5	-1

New compounds follow:
item	SMILES	Tat export inh	CAL PDZ FP-1	MITF TRPM1 HTS	SR-BI HDL uptake	AddAB inh	SR-BI uptake up	Ecoli viability	CAL PDZ FP-2	phage Ecoli inh	Wnt act
51	COc1ccccc1NC(=O)NNC(=O)c1cc2ccccc2cc1O	18	2	-1	94*	15*	-94	12*	-1.5	12*	0
52	CCOC(=O)CCc1c(C)c2ccc(OCc3cc([N+](=O)[O-])ccc3OC)c(C)c2oc1=O	·	·	·	·	3.7	·	-0.7	·	1.3	-3
53	CC(CCn1cccn1)NC(=O)CCc1nnc(CCc2ccccc2)o1 (centres undefined)	-1	-1	3	-39	1.3	39	0.6	-1.1	1.5	-1
54	CCCN(CC(=O)Nc1ccccc1OC)C(C)C(=O)NC(C)CCc1ccccc1 (centres undefined)	8	-3	6	·	4.7	·	-0.4	-2.3	-1.0	-2
55	O=C1CSCc2nc3ccccc3n21	0	-3	-8	-6	·	6	·	-1.1	1.9	-5
56	O=C(OCCN1CCCCC1)c1cccc(F)c1	-8	-3	·	-6	0.8	6	-2.5	-0.6	3.5	-1
57	Cc1cccc(NS(=O)(=O)c2ccc(C3CCCCC3)cc2)c1	12	-1	-11	-11	-0.6	11	-0.6	-0.9	3.7	-14
58	S=C(NC1CCCC1)NC1CCCC1	4	1	12	-1	-1.1	1	1.5	-2.5	3.0	-2
59	CC(C)c1nnc(NC(=O)COC(=O)/C=C/c2ccc([N+](=O)[O-])cc2)s1	13	-3	0	-22	-3.3	22	-1.0	-0.6	-3.9	0
60	O=C(COC(=O)c1cc(Cl)ccc1O)Nc1ccc2c(c1)OCCO2	-3	9	11	5	1.2	-5	0.0	-0.4	0.5	2
61	CC(=O)N1CCc2c(sc(NC(=O)Cc3ccc(C)cc3C)c2C#N)C1	-6	0	-4	43	0.9	-43	0.4	-1.7	0.6	0
62	c1ccc(-c2cc(-c3nc4ccccc4[nH]3)c3ccccc3n2)cc1	-6	-8	-1	31	2.5	-31	0.9	-4.5	3.8	-1
63	Cc1ccc(NC(=O)CCSc2nnc(C)o2)cc1	-6	-2	11	-25	1.5	25	-2.5	1.7	0.7	3
64	Cc1ccccc1NC(=O)Cn1cnc2c(oc3nc4c(cc32)COC(C)(C)C4)c1=O	-3	-1	-5	-19	0.8	19	0.9	-1.7	3.7	-2
65	O=C(CCCN1C(=O)/C(=C\c2ccccc2)SC1=S)N1CCOCC1	8	·	18	-2	1.4	2	0.7	-0.9	1.8	-2

Assay outcomes deposited in PubChem BioAssay by several laboratories.
